Kir21 inh = inhibitors of mouse Kir2.1 inward-rectifier potassium channel | 310,000 compounds, 0.85% hits | HEK293-Kir2.1, FluxOR thallium flux fluorescence; stronger effect = lower value | AID 1672 | B-score at 10 µM;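 active means fluorescence ratio B-score at or below minus 3 SD of library scores, with starting-brightness B-score within 2 SD, cut at about -4.2 in these data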;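 further: channel flux triggered by added potassium and thallium sulfate stimulus; B-score of peak minus minimum fluorescence over baseline after thallium stimulus; more negative B-score means stronger Kir2.1 block with less thallium influx; some compounds called inactive have numbers as strong as hits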
Target sequence (P35561 whole entry, looked up): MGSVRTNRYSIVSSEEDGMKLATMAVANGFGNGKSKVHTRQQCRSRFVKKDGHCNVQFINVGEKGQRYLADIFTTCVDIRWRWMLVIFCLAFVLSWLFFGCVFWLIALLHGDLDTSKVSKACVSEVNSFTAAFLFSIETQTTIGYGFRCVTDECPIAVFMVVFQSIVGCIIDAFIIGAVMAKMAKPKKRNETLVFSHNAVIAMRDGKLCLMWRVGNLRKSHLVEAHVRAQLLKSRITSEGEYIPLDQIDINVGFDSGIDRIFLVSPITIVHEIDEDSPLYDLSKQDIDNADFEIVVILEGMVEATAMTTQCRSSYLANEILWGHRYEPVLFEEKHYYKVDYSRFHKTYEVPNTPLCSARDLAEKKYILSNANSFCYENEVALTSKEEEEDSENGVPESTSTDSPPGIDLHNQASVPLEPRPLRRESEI
STK33 inh = human STK33 kinase inhibition | inhibition, % at 10 µM | Q9BYT3 | purified STK33, MBP phosphorylation, ADP-Glo luminescence | 320,000 compounds, 0.073% hits;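 active means inhibition at or above 25%, using the most active replicate where run in duplicate; inactive means inhibition below 25%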
Target sequence (Q9BYT3 whole entry, looked up): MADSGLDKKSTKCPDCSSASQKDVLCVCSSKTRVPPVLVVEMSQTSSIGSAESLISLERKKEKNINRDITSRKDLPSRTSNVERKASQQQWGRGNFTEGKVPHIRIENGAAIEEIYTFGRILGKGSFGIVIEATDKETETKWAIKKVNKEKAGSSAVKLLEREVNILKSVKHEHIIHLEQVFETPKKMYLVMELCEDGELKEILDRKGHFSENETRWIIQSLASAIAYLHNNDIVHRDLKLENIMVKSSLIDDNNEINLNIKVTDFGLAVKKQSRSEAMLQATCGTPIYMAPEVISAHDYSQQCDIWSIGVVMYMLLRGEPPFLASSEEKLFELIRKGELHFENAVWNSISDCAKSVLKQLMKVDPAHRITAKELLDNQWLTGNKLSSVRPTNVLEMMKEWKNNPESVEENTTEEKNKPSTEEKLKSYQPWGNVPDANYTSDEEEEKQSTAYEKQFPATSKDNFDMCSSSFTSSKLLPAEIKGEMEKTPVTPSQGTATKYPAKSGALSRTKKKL
An asterisk follows results filed as active. Compounds were not picked by outcome (roughly 0.84% active in at least one column).

`O=C(c1nc2ccccn2c1CNCC1OCCc2ccccc21)N1CCOCC1` (stereo not given) gave Kir21 inh 0.82 and STK33 inh 0.6.
For O=c1c2c3nc4ccccc4nc3n(/N=C/c3ccco3)c2ncn1CCC1=CCCCC1 the results were Kir21 inh 0.41 and STK33 inh -0.2.
Screening CCOC(=O)Nc1ccc(OC)c([N+](=O)[O-])c1 returned Kir21 inh 0.79 and STK33 inh -0.6.
`Cc1ccc(-c2cc(C(=O)OCn3nnc4ccccc4c3=O)c3ccccc3n2)cc1` gave Kir21 inh -1.3 and STK33 inh 1.2.
`CS(=O)(=O)c1ccccc1-c1nc(-c2cccc(Cl)c2)no1` gave Kir21 inh 0.26 and STK33 inh 0.9.
O=C1CC(=O)N(CCNc2ncc(C(F)(F)F)cc2Cl)C(=O)N1 was read as Kir21 inh 0 and STK33 inh -0.4.
O=C(NCN1C(=O)C2C3C=CC(C3)C2C1=O)Nc1nccs1 (stereo not given) was read as Kir21 inh -0.46 and STK33 inh -1.5.
`N#Cc1c(Cl)nc(-c2ccncc2)nc1-c1ccccc1` gave Kir21 inh -2.9 and STK33 inh 10.
Screening COc1ccc(-n2nnnc2SCC(=O)Nc2cccc(O)c2)cc1 returned Kir21 inh -0.62 and STK33 inh 0.0.
Screening CCC(=O)N1CCCc2cc(S(=O)(=O)N3CCN(c4ncccn4)CC3)ccc21 returned Kir21 inh -0.03 and STK33 inh -1.4.
For CC(C)(C)Nc1nc2ccc([N+](=O)[O-])cc2o1 the results were Kir21 inh -0.2 and STK33 inh 1.2.
For CCOC(=O)c1cc(-c2cccs2)nc2onc(C)c12 the results were Kir21 inh 0.83 and STK33 inh -2.5.
For COc1cc(-c2noc(C)c2/C=C/c2ccc(OC(C)=O)cc2)cc(OC)c1OC the results were Kir21 inh 0.15 and STK33 inh 0.1.
CCOC(=O)C1(Cc2ccccc2)CCN(Cc2ccc3cc(NC(C)=O)ccc3n2)CC1 was read as Kir21 inh -2.9 and STK33 inh -0.9.
`CCC(C)(C)NC(=O)C1CCN(c2nc(OC)nc(OC)n2)CC1` gave Kir21 inh -0.62 and STK33 inh -0.4.
`CSc1nc2ccc(S(N)(=O)=O)cc2s1` gave Kir21 inh -1.1 and STK33 inh 0.1.
`Cc1cc(NC(=O)C2C3C(=O)N(Cc4ccc(Cl)cc4)C(C(=O)NCc4ccccc4)C34C=CC2(C)O4)no1` (stereo not given) gave Kir21 inh 0.01 and STK33 inh -4.1.
`O=C(c1ccccc1)c1ccc2ccccc2n1` gave Kir21 inh -1.3 and STK33 inh 0.3.
For O=C(/C=C/N1CCN(Cc2ccccc2)CC1)C(F)(F)F the results were Kir21 inh 0.65 and STK33 inh -0.1.
`C=CCn1c(N/N=C/c2ccc(O)cc2)nc2ccccc2c1=O` gave Kir21 inh 0.76 and STK33 inh -0.2.
`COc1ccc(C(=O)Nc2ccc(S(=O)(=O)N3CCCCC3C)cc2)c(OC)c1OC` (stereo not given) gave Kir21 inh -2 and STK33 inh -0.9.
For Cc1nc(SC2CC(=O)N(c3cc(Cl)cc(Cl)c3)C2=O)nc2c1CCCC2 (stereo not given) the results were Kir21 inh -1.5 and STK33 inh 0.4.
Screening Cc1cccc(C)c1NC(=O)C1CCCNC1 (stereo not given) returned Kir21 inh -1.8 and STK33 inh -0.7.
CCN(CC(=O)Nc1ccc(NC(C)=O)cc1)C(=O)CCCc1c[nH]c2ccccc12 was read as STK33 inh -0.4.
Screening CCc1noc(N)c1C(=O)Nc1ccc(Cl)cc1 returned Kir21 inh -0.03 and STK33 inh -0.7.
`O=C(CCc1ccccc1)c1ccc2c(c1)OCCCO2` gave Kir21 inh -1.9 and STK33 inh -0.7.
`Cc1ncc(CO)c(/C=N/NC(=S)Nc2cccc(Cl)c2)c1O` gave Kir21 inh -0.43 and STK33 inh 1.8.
COc1ccc(S(=O)(=O)N2CCCCCC2)cc1N was read as Kir21 inh 0.56 and STK33 inh -0.4.
`COc1ccccc1N(C)S(=O)(=O)c1ccc(Cl)c(C(=O)NCC2(N(C)C)CCCCC2)c1` gave Kir21 inh 0.2 and STK33 inh 0.0.
`Cc1nn(CC(=O)Nc2nnc(C(C)C)s2)c(=O)c2ccccc12` gave Kir21 inh 0.2 and STK33 inh -1.3.
`COc1ccc(/C(O)=C2/C(=O)C(=O)N(CCN3CCNCC3)C2c2cccc([N+](=O)[O-])c2)cc1` (stereo not given) gave Kir21 inh -0.04 and STK33 inh -0.9.
`COc1ccc(/C=N/c2oc(C)c(C)c2C#N)c(OC)c1` gave Kir21 inh -1.4 and STK33 inh -3.8.
`Cc1cc(Cl)ccc1NC(=O)CN1C(=O)C(=O)N(C2CCCC2)C1=O` gave STK33 inh -0.9.
`Cc1ccc(C)c(NC(=O)c2ccccc2C(=O)c2ccccc2)c1` gave Kir21 inh -2.1 and STK33 inh 2.1.
For Cc1ccc(OCC(=O)NC(=S)Nc2ccc3c4c(cccc24)CC3)cc1 the results were Kir21 inh -1.1 and STK33 inh -2.1.
`Cc1nnc(NC(=O)CSc2ccc(-c3ccccn3)nn2)s1` gave Kir21 inh -2.3 and STK33 inh -2.4.
CCC(=O)NC(=S)NNC(=O)c1ccccc1[N+](=O)[O-] was read as Kir21 inh 0.37 and STK33 inh -2.0.
O=C1CC[C@H](O)CCN1[C@H](CSc1ccccc1)Cc1ccccc1 was read as Kir21 inh -0.72 and STK33 inh -0.8.
CC(C)(C(=O)N[C@H](CO)c1ccccc1)C(=O)N[C@H](CO)c1ccccc1 was read as Kir21 inh -0.11 and STK33 inh 0.5.
`O=C(CSc1nnc(NC(=O)C2CC(=O)N(c3ccccc3)C2)s1)NC1CCCC1` (stereo not given) gave Kir21 inh -0.55 and STK33 inh -0.5.
Screening COc1ccc(-c2nc(N)n(C(C)=O)n2)cc1 returned Kir21 inh -0.44 and STK33 inh -1.6.
For Cc1c(NC(N)=O)c(=O)n(-c2ccccc2)n1C the results were Kir21 inh 2.4 and STK33 inh -1.2.
For Cc1ccc(-c2sc(-c3ccccc3)nc2CC(=O)Nc2ccccc2F)cc1 the results were Kir21 inh -0.05 and STK33 inh -1.7.
Screening CCOC(=O)c1c(C)n(C)c2c(C)cc(O)c(OC(C)=O)c12 returned Kir21 inh 0.07 and STK33 inh -0.3.
`CCN(CC)c1ccc(NC(=O)Cn2nnc(-c3cccc(OC)c3OC)n2)c(C)c1` gave Kir21 inh 0.7 and STK33 inh -0.5.
CCCCNc1c(-c2cccc(-c3cc(C(C)=O)cs3)c2)nc2ccc(C)cn12 was read as Kir21 inh 1.6 and STK33 inh 0.8.
Screening N#Cc1cccc(NC(=O)CN2CCN(Cc3ccccc3)CC2)c1 returned Kir21 inh -0.09 and STK33 inh -1.1.
Screening CCOC(=O)c1nnn2c1nc(N1CCN(C)CC1)c1ccccc12 returned Kir21 inh -0.03 and STK33 inh -0.1.
`COc1cc2c(cc1OC)CN(CC(=O)NC(=O)NCc1ccccc1)CC2` gave Kir21 inh -0.27 and STK33 inh 0.7.
For CCOC(=O)C1CCN(Cc2nnnn2CCc2ccccc2)CC1 the results were Kir21 inh 0.07 and STK33 inh 0.5.
For O=C1CCCN1c1ccc(S(=O)(=O)N2CCCCC2)cc1 the results were Kir21 inh -0.33 and STK33 inh 0.2.
Cc1c(NC(=O)C(C)OC(=O)C23CC4CC(CC(Br)(C4)C2)C3)c(=O)n(-c2ccccc2)n1C (stereo not given) was read as Kir21 inh 1.6 and STK33 inh 2.9.
For CCNc1nc(OC)nc(N2CCC(Cc3ccccc3)CC2)n1 the results were Kir21 inh -0.68 and STK33 inh -1.6.
CCN(CC(=O)Nc1ccc(N2CCOCC2)cc1)C(=O)Cc1ccccc1 was read as STK33 inh 2.6.
For Cc1cccc(-n2c(O)c(C=Nc3cc(O)ccc3C)c3ccccc3c2=O)n1 the results were Kir21 inh 1.4 and STK33 inh -1.2.
Screening Cc1cc(-n2c(C)cc(C(=O)CN3C(=O)NC4(CCCCC4)C3=O)c2C)no1 returned Kir21 inh 0.77 and STK33 inh -1.5.
For CC1(C)CC(=O)C=C(NNC(=O)c2cccnc2)C1 the results were Kir21 inh -0.34 and STK33 inh -0.6.
`CC1CN(CCOc2ccc([N+](=O)[O-])cc2)CC(C)O1` (stereo not given) gave Kir21 inh -1.6 and STK33 inh -0.2.
`CC(Oc1ccccc1)C(=O)Nc1nnc(S(=O)(=O)N2CCCCCC2)s1` (stereo not given) gave Kir21 inh 1.5 and STK33 inh 1.3.
`O=C(OCc1cc(-c2ccccc2)no1)c1ccc2ccccc2n1` gave Kir21 inh 0.46 and STK33 inh -1.1.
Screening O=C(NNS(=O)(=O)c1c(F)cc(F)c(Cl)c1F)C12CC3CC(CC(C3)C1)C2 returned STK33 inh 0.1.
COc1cc(C2C(S(=O)(=O)c3ccccc3)CON2C)ccc1OCc1ccc(F)cc1 (stereo not given) was read as Kir21 inh -0.72 and STK33 inh -0.7.
For COc1ccc(-c2nnn(CCC(=O)O)n2)cc1 the results were Kir21 inh -0.02 and STK33 inh 0.3.
`O=C(CN1CCC(c2nc3ccccc3[nH]2)CC1)Nc1ccc2c(c1)OCO2` gave STK33 inh -0.4.
`CSc1ccc(/C=C(\C(=O)O)c2ccc(S(=O)(=O)N3CCCC3)s2)cc1` gave STK33 inh 2.3.
`Cc1cc(C)n2nc(C(=O)Nc3ccc4c(c3)OCO4)nc2n1` gave Kir21 inh 0.42 and STK33 inh -0.9.
Screening C[C@H](CO)N1C[C@H](C)[C@@H](CN(C)S(=O)(=O)c2ccccc2)Oc2ccc(NC(=O)Cn3cnnn3)cc2C1=O returned STK33 inh -1.0.
Cc1cc(=O)[nH]c(SCC(=O)NCC2CCCO2)n1 (stereo not given) was read as Kir21 inh -2.6 and STK33 inh -0.9.
Screening O=C(C1CCCCC1)N1CCCC(c2nc3c(nnn3Cc3ccccc3)c(=O)[nH]2)C1 (stereo not given) returned Kir21 inh 0.55 and STK33 inh -1.2.
`O=C(O)[C@H](Cc1ccccc1)Nc1ccc([N+](=O)[O-])cn1` gave Kir21 inh -0.46 and STK33 inh -0.6.
For Nn1c(SCC(=O)Nc2ccc3c(c2)OCO3)nnc1-c1ccncc1 the results were Kir21 inh -1.1 and STK33 inh -0.2.
For O=C(/C=C/c1cccc(C(F)(F)F)c1)N1CCN(c2ccccn2)CC1 the results were Kir21 inh -1.1 and STK33 inh -2.5.
For CCOC(=O)c1c(CN2CCC(C)CC2)oc2ccc(OC)cc12 the results were Kir21 inh 1.1 and STK33 inh -1.5.
Screening COc1ccc2oc(=O)c(C(=O)OCC(=O)c3ccc([N+](=O)[O-])cc3)cc2c1 returned Kir21 inh -2 and STK33 inh 0.2.
`Cc1cnn(-c2cc(N/N=C/c3ccc(F)cc3)ncn2)c1` gave Kir21 inh -1.6 and STK33 inh -0.7.
COc1ccc(C(=O)C2CCN(C(=O)c3ccc(OC)cc3)CC2)cc1 was read as Kir21 inh -0.23 and STK33 inh -1.4.
Screening CC1CCCCC1NC(=O)CCCCCn1c(=S)[nH]c2ccccc2c1=O (stereo not given) returned Kir21 inh 0 and STK33 inh -2.5.
O=C(Nc1ccc(Cl)cc1Cl)c1ccc2c(c1)OCCO2 was read as STK33 inh -0.3.
Screening COCC(C)n1c(COc2ccccc2F)nnc1SCC(=O)c1c(N)n(C)c(=O)n(C)c1=O (stereo not given) returned Kir21 inh 0.15 and STK33 inh -6.1.
For Cc1c(CCC(=O)NCCCCCC(=O)O)c(=O)oc2c(C)c3oc4c(c3cc12)CCCC4 the results were Kir21 inh 0.22 and STK33 inh -1.5.
For Cc1nn(Cc2ccc(F)cc2)c(C)c1NC(=O)c1nn(C)cc1Cl the results were Kir21 inh -0.01 and STK33 inh 0.4.
For O=C(C[C@H]1C/C=C/CC[C@@H](Cc2ccc(F)cc2)C(=O)O[C@@H](c2ccccc2)CNC1=O)NCCO the results were STK33 inh 0.9.
Screening COc1ccc(C(=O)NC(C)CCn2cccn2)cc1OC1CCN(C(C)C)CC1 (stereo not given) returned Kir21 inh 0.21 and STK33 inh -0.4.
`Cc1ccc(/C=N/NC(=O)Cn2cnc3ccccc32)o1` gave Kir21 inh 0.6 and STK33 inh -0.6.
`O=C1CC(Sc2ncccc2C(=O)O)C(=O)N1` (stereo not given) gave Kir21 inh -0.07 and STK33 inh -1.8.

Compounds shown so far that have a Cl atom (12):
`CS(=O)(=O)c1ccccc1-c1nc(-c2cccc(Cl)c2)no1` gave Kir21 inh 0.26 and STK33 inh 0.9.
O=C1CC(=O)N(CCNc2ncc(C(F)(F)F)cc2Cl)C(=O)N1 was read as Kir21 inh 0 and STK33 inh -0.4.
`N#Cc1c(Cl)nc(-c2ccncc2)nc1-c1ccccc1` gave Kir21 inh -2.9 and STK33 inh 10.
`Cc1cc(NC(=O)C2C3C(=O)N(Cc4ccc(Cl)cc4)C(C(=O)NCc4ccccc4)C34C=CC2(C)O4)no1` (stereo not given) gave Kir21 inh 0.01 and STK33 inh -4.1.
For Cc1nc(SC2CC(=O)N(c3cc(Cl)cc(Cl)c3)C2=O)nc2c1CCCC2 (stereo not given) the results were Kir21 inh -1.5 and STK33 inh 0.4.
Screening CCc1noc(N)c1C(=O)Nc1ccc(Cl)cc1 returned Kir21 inh -0.03 and STK33 inh -0.7.
`Cc1ncc(CO)c(/C=N/NC(=S)Nc2cccc(Cl)c2)c1O` gave Kir21 inh -0.43 and STK33 inh 1.8.
`COc1ccccc1N(C)S(=O)(=O)c1ccc(Cl)c(C(=O)NCC2(N(C)C)CCCCC2)c1` gave Kir21 inh 0.2 and STK33 inh 0.0.
`Cc1cc(Cl)ccc1NC(=O)CN1C(=O)C(=O)N(C2CCCC2)C1=O` gave STK33 inh -0.9.
Screening O=C(NNS(=O)(=O)c1c(F)cc(F)c(Cl)c1F)C12CC3CC(CC(C3)C1)C2 returned STK33 inh 0.1.
O=C(Nc1ccc(Cl)cc1Cl)c1ccc2c(c1)OCCO2 was read as STK33 inh -0.3.
For Cc1nn(Cc2ccc(F)cc2)c(C)c1NC(=O)c1nn(C)cc1Cl the results were Kir21 inh -0.01 and STK33 inh 0.4.
